GLP1R cytotox = qHTS of GLP-1 Receptor Inverse Agonists: Cytotox Screen | AID 624418, 2012 | hit rate 0.13% among 410,000 | HEK293 cAMP-luciferase reporter cells, luminescence, 24 h | Potency, µM (highest dose often 38.3 µM), for inactives: top-dose activity change, negative = inhibition, usual class: inhibitors;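 further: loss of luciferase light is scored as toxicity; potency means the concentration at half of the fitted maximal effect; on the % scale 0 is the no-effect control and ±100 the full control effect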
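A 23 nL compound transfer followed 12 hours of cell culture at 37 deg C; exposure then lasted 24 hr. Luciferase assay detection reagent was dispensed and plates read for luminescence after a 12 min room-temperature wait.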
GLP-1R inv ag = qHTS of GLP-1 Receptor Inverse Agonists (Inhibition Mode); HEK293 GLP-1R CRE-luciferase, luminescence, 24 h; GLP-1R form is constitutively active; Potency, µM (titrated, usually from 38.3 µM), for inactives: at the highest dose activity change, negative = inhibition, hits mostly inhibitors; Glucagon-like peptide 1 receptor (Homo sapiens), P43220; hit rate 1.6% among 410,000; further: potency means the concentration at half of the fitted maximal effect; on the % scale 0 is the no-effect control and ±100 the full control effect; nearly all actives have a fitted effect of over 55% in size
Target sequence (P43220 whole entry, looked up): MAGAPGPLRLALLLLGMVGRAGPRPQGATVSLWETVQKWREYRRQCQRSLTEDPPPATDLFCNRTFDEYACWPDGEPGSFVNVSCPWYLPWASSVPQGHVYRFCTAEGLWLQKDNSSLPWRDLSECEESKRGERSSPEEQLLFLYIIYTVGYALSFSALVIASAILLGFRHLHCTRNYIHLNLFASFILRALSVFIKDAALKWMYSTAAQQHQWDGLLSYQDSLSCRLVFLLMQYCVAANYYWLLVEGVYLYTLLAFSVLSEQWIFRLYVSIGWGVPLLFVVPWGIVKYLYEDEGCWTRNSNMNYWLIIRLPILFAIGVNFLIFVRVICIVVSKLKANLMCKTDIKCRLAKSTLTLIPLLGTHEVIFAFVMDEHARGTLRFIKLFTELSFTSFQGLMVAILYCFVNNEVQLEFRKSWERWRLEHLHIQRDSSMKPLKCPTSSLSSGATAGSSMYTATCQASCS
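Seeding at 200 cells/uL, 12 h culture, 24 hr compound treatment, then luciferase reagent and a luminescence read; cells are HEK293 stably expressing a constitutively active GLP-1R plus cAMP-responsive luciferase.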
FUS yeast rescue = qHTS for Suppressors of FUS Proteinopathy: Primary screen using FUS-linked yeast assay; S. cerevisiae FUS-expressing, growth rescue, OD600, 24 h; Potency, µM (series often up to 76.6 µM), inactives show at the highest dose growth rescue (activation), hits mostly activators; hit rate 0.24% among 390,000; AID 1347120, 2019;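 further: potency means the concentration at half of the fitted maximal effect; plate controls were DMSO vehicle for no effect and reference control for full effect; nearly all actives have a fitted effect of over 55% in size; some results filed as inactive show a strong effect at the top dose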
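Restored growth of FUS-toxic S. cerevisiae, read as 600 nm absorbance after 24 h at 30C in galactose medium (starting OD 0.005). Controls CP55940 and DMSO.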
aSyn yeast inh = qHTS of alpha-syn Inhibitors | Yeast expressing alpha-synuclein, growth rescue, BacTiter-Glo, 24 h | Potency, µM (titrated, usually from 46.1 µM), inactives show at the top dose growth rescue (activation), most hits filed as activators | hit rate 0.14% among 370,000 | AID 652106, 2013; further: potency means the concentration at half of the fitted maximal effect; % of control where 0% means no effect; nearly all actives have a fitted effect of over 65% in size
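Rescue of yeast growth: cells expressing toxic alpha-synuclein, induced in galactose at OD600 0.02, incubated with compound 24 h at 30 C. ATP luminescence quantified growth; inhibitors of toxicity appear as activators.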
Abeta yeast res = qHTS for compounds that reverse cellular toxicity of Amyloid beta (A-beta) peptide in yeast: Primary Screen | yeast expressing A-beta42, growth rescue, OD600, 48 h; response scale: 0% DMSO, 100% iron-clioquinol control | Potency, µM (highest dose often 46.1 µM), for the others: top-dose growth rescue, hits mostly activators | hit rate 0.063% among 410,000 | AID 1347071, 2019; further: potency means the concentration at half of the fitted maximal effect; nearly all actives have a fitted effect of over 55% in size
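Growth rescue measured by 600 nm absorbance after 48 h yeast culture at 30 C with compound. Values normalized between DMSO and an equimolar ferric chloride plus clioquinol control.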
MmCpn inh = Inhibitors of TCP-1 ring complex (TRiC) of Methanococcus maripaludis (MmCpn): qHTS; Chaperonin Mm-Cpn (Methanococcus maripaludis); purified Mm-Cpn ATPase, ADP Transcreener TR-FRET; Potency, µM (highest dose often 76.9 µM), inactives show at the highest dose activity, negative = inhibition, actives largely listed as inhibitors; hit rate 0.031% among 330,000; further: potency means the concentration at half of the fitted maximal effect; on the % scale 0 is the no-effect control and ±100 the full control effect; nearly all actives have a fitted effect of over 80% in size
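ATPase read-out: TR-FRET ADP immunoassay (anti-ADP Eu cryptate vs ADP-d2), ex 320 nm, em 590/665 nm; signal drops as ADP forms. Enzyme 25 nM, ATP 10 uM, 30 min at 37°C after 10 min compound preincubation.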
TDP-43 yeast inh = qHTS of TDP-43 Inhibitors | hit rate 1.8% among 410,000 | AID 652104, 2013 | Potency, µM (top dose mostly 46.1 µM), without a hit: at the top dose growth rescue (activation), most hits filed as activators | TDP-43 expressing yeast growth rescue, BacTiter-Glo, 24 h; further: potency means the concentration at half of the fitted maximal effect; % of control where 0% means no effect; nearly all actives have a fitted effect of over 50% in size
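Yeast cells expressing TDP-43 under galactose induction are exposed to compounds for 24 hr at 30 deg C. BacTiter-Glo luminescence measures growth, so protective compounds score as activators.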
Akt phos inh = HTS Assay for Inhibitors of Akt Phophorylation: Primary Screen; Neuro2A IGF-stimulated pAkt S473 HTRF, 20 min; hits give low values; activity change, % for hits at 50 µM; hit rate 0.32% among 360,000; AID 651550, 2012; in the data active means activity change below about -80%; inconclusive means mostly about -51% to -80%; further: on the % scale 0 is the no-effect control and ±100 the full control effect
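Neuro2A cells (4,500/well, DMEM with 0.5% FBS) were treated with compound at a single 50 µM final concentration, stimulated with 6 nM IGF for 20 min at 37 °C, and lysed. Phospho-Akt Ser473 was read by HTRF as 665/615 ratio ×10^4.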
PTHR1 ag = qHTS for PTHR1 Agonists: Primary Screen; Potency, µM (top dose mostly 115 µM), inactives show at the top dose activation, hits mostly activators; HEK293 GP2 PTHR1 cells, GloSensor cAMP luminescence, 1 h; AID 743266, 2014; Parathyroid hormone/parathyroid hormone-related peptide receptor (Homo sapiens), Q03431; hit rate 0.075% among 410,000; further: potency means the concentration at half of the fitted maximal effect; nearly all actives have a fitted effect of over 55% in size; some results filed as inactive show a strong effect at the top dose; inactives centre near -15; many of its hits are not listed in these tables
Target sequence (Q03431 whole entry, looked up): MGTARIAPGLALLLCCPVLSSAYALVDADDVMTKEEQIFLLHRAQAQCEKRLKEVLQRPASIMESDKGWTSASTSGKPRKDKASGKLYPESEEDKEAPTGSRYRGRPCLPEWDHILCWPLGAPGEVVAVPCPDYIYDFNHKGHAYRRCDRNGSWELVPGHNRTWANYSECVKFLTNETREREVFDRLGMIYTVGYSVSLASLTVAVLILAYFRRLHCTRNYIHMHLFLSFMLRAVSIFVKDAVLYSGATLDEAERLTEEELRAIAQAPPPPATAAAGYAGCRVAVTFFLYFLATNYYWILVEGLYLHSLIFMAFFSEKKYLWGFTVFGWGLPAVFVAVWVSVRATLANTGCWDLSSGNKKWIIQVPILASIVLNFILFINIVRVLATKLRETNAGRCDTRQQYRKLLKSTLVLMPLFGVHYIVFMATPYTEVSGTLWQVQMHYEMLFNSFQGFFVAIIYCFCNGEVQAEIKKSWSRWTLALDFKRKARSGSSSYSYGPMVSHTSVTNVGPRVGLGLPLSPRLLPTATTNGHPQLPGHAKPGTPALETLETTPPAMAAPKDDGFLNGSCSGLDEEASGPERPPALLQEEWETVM
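HEK-293-derived GP2 cells expressing PTHR1 and a GloSensor cAMP reporter, 3,000/well, plated overnight, given luciferin plus IBMX (each 0.5 mM as added) for 1 h at 37 °C, then compound for 1 h at 37 °C. Luminescence was read after 15 min at room temperature.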
Numbers without * were called inactive; i = inactive; ? = inconclusive; · = not tested or not shown; & = joins results of further samples; [ ] = dose if it differs, or a comment. Unless noted, the call rests on the fitted dose curve; in most records, active means well fitted curve in the direction sought with a large enough effect; inconclusive means small, poorly fitted or top-dose-only effect, or another doubt; inactive means no such curve, though single readings can be large; an effect the other way counts as inactive or inconclusive. Some of the compounds tested; count on the stated rates, not on these rows.

Molecule | GLP-1R inv ag | Abeta yeast res | FUS yeast rescue | aSyn yeast inh | PTHR1 ag | TDP-43 yeast inh | Akt phos inh | MmCpn inh | GLP1R cytotox
COc1ccc(/C=C(\NC(=O)c2ccccc2)C(=O)N2CCC(C)CC2)cc1 | ? | 19% | 23% | 1% | -23% | -9% | i | -4% | -1%
CCC1(C)Cc2c(sc3nnn(CC(=O)Nc4ccc(C)cc4)c(=O)c23)CO1 (configuration not stated) | -7% | 6% | 27% | 14% | -13%[57.5 µM] | -6% | i | -9% | ?
CCN(CC)CCOC(=O)c1ccc([N+](=O)[O-])cc1 | 10% | 11% | 3% | 6% | i | 0% | i | -2% | 4%
COc1ccc(-c2c(NC(C)=O)n(C)c3ccccc3c2=O)cc1 | 0% | 3% | ? | -3% | -11%[57.5 µM] | -21% | i | 1% | 17%
O=C(NCc1ccccn1)c1nc(-c2cccs2)no1 | 32%[activator] | -5% | 6% | -8% | i | ? | i | 1% | 3%
O=C(NC1C2CC3CC(C2)CC1C3)c1ccc2c(c1)OCO2 (configuration not stated) | ? | 5% | 6% | 6% | -17% | 29% | i | 2% | 2%
O=c1c2c3nc4ccccc4nc3n(CCN3CCOCC3)c2ncn1CCN1CCOCC1 | 15% | 0% | -17% | -1% | -7% | 0% | i | · | 0%
Cc1c(C)c(C)c(C(=O)C2CCN(c3ccc([N+](=O)[O-])cn3)CC2)c(C)c1C | 2% | 13% | -3% | 1% | -35% | 10% | i | 0% | 9%
O=C(Nc1cccc2cccnc12)c1cccc2c(Br)cccc12 | 10% | -8% | -6% | · | -11% | 25% | · | · | 0%
Cc1cccc(-c2nnc(SC(C)C(=O)N3CCOCC3)o2)c1 (configuration not stated) | 11% | 2% | -18% | 2% | -24% | 12% | i | 1% | -2%
COc1cccc(CNC(=O)c2cc(S(=O)(=O)N3CCCCC3)cn2C)c1 | ? | -13% | 6% | -2% | i | 1% | · | · | 0%
O=C(NCC(c1ccco1)N1CCCCC1)c1ccc2c(c1)S(=O)(=O)c1ccccc1C2=O (configuration not stated) | -30% | -13% | 12% | -7% | i | -3% | i | 1% | -5%
O=c1c2sccc2nc(SCc2cc(=O)n3ccccc3n2)n1-c1ccc(Br)cc1 | 25% | -19% | 14% | 6% | -8% | -9% | i | -1% | -1%
COc1cc(C(O)c2nc3ccccc3n2C(C)C)cc(OC)c1OC (configuration not stated) | -15% | -2% | -1% | 1% | -39%[inhibitor] | 7% | i | 0% | 4%
O=C(/C=C/c1cc([N+](=O)[O-])ccc1OC(F)F)NCc1ccc(F)cc1 | ? | -17% | -7% | -1% | i | -4% | i | 1% | ?
COc1ccc(C(=O)NC2=NCCS2)cc1S(=O)(=O)N1CCOCC1 | -4% | 9% | 3% | 2% | i | 17% | i | · | -11%
CCOC(=O)c1cnc2c(-c3ccc(Cl)cc3)cnn2c1C | 28% | 13% | -7% | 1% | -7% | 8% | i | -1% | 11%
Cc1cc(/C=C2\SC(=S)NC2=O)c(C)n1-c1ccccc1 | 5% | 0% | 13% | -1% | -49%[inhibitor] | -17% | i | -4% | -8%
Cc1c(NC(=O)c2ccccc2F)cccc1-c1nc2cccnc2s1 | 12% | 0% | -5% | · | -23% | -3% | · | · | 1%
O=C(COc1ccccc1Cl)Nc1cc(-c2ccccc2F)nn1-c1ccccc1 | -1% | 0% | 8% | · | -1% | -1% | · | · | 3%
O=C(COCc1cc(-c2cccs2)on1)Nc1cc(C(F)(F)F)ccc1Cl | ? | 9% | -12% | · | i | 4% | · | · | 4%
Cn1c(CSCc2ccc(Cl)cc2)n[nH]c1=S | -60% | -3% | 2% | -2% | ? | -23%[9.22 µM] | i | -3% | ?
Cc1ccc2c(c1)C1(OCCCO1)C(=O)N2CC(=O)NN | 10% | 19% | 6% | 0% | i | 18% | i | · | 7%
CCCc1cc(C(=O)N2CCCN(C)CC2)cs1 | -19% | 14% | 16% | 8% | i | 4% | i | 0% | 3%
O=C1CCC([N+](=O)[O-])C(c2ccccc2C(F)(F)F)N1 (configuration not stated) | 9% | 8% | -31% | 3% | i | 12% | i | 2% | 3%
Cc1cccc(-c2nc(C#N)c(NC3CCCCC3)o2)c1 | ? | 25% | -3% | -5% | -25% | 8% | i | -3% | 0%
CCC1(c2ccccc2)NC(=O)N(C)C1=O (configuration not stated) | 1% | 1% | -27% | -3% | i | 14% | i | 0% | 10%
CCOc1ccccc1NC(=O)CN1CCCCCC1 | ? | 1% | -18% | 0% | i | 2% | i | 1% | 4%
COc1ccc(C(=O)NC(C(=O)NCc2ccccc2OC)C(C)C)cc1 (configuration not stated) | 0% | 23% | -4% | 0% | -38% | 7% | i | 1% | 1%
COc1ccccc1NC(=O)C1=C(C)Nc2c(C(=O)Nc3ccc(F)cc3)cnn2C1c1cccc([N+](=O)[O-])c1 (configuration not stated) | -26% | -9% | 14% | · | -18% | 0% | · | · | -9%
Cc1oc(/C=N/NS(=O)(=O)c2ccccc2)cc1Br | 41%[activator] | 15% | -7% | 6% | -4% | 23% | i | 3% | -5%
CC(C)C(=O)Nc1cccnc1 | 1% | 9% | -24% | 1% | i | 19% | i | -1% | 0%
COCCC(C(=O)Oc1c(C(C)(C)C)cc(C)cc1C(C)(C)C)c1ccccc1 (configuration not stated) | ? | 4% | -7% | 0% | -29% | 7% | i | ? | 6%
C[C@H](CO)N1C[C@H](C)[C@@H](CN(C)CC2CC2)Oc2c(NS(=O)(=O)c3ccc(F)cc3)cccc2C1=O | 8% | -5% | -8% | 4% | -5% | -3% | i | -1% | 1%
O=C(c1ccnc(Cl)c1)N1CCCC(Nc2ccc(F)cc2)C1 (configuration not stated) | 14% | 20% | 13% | 6% | i | 8% | i | -2% | 1%
Cc1sc(NC(=O)CSc2ncn(-c3ccccc3)n2)nc1-c1ccccc1 | 0% | 10% | 31% | 0% | -2%[57.5 µM] | 18% | i | 2% | ?
O=c1c2ccccc2nc(SCc2nnc(-c3ccccc3)o2)n1-c1ccc(F)cc1F | ? | 25% | 11% | 10% | -10% | 19% | i | 0% | -19%
O=C(Cc1cccc([N+](=O)[O-])c1)Nc1ccccc1 | 21% | 4% | -28% | 6% | i | 22% | i | · | -2%
Cc1cc(C)nc(N2CCN(C(=O)CCC(=O)Nc3nnc(CC(C)C)s3)CC2)n1 | 9% | -12% | 11% | 3% | i | -3% | i | 0% | 0%
CCc1cc(C(=O)NNC(=S)NC(C)c2ccccc2)cs1 (configuration not stated) | -10% | 5% | 43% | -5% | i | 2% | i | 0% | -16%
N#Cc1cc(C#N)c(SCC(=O)N2CC(=O)Nc3ccccc32)nc1N | 14% | -17% | ? | -6% | -24% | 0% | i | -5% | -15%
Cc1cc(Br)ccc1OCCN1CCCC1 | -35% | -9% | -6% | 3% | -4% | 0% | i | 0% | 27%
CCNc1nc(Oc2ccc(C(=O)OCC)cc2)nc(SC)n1 | -6% | 6% | -2% | -15% | i | ? | -121%* | -1% | -10%
COc1ccc(CCNC(=O)C2CC(=O)N(CCc3ccccc3)C2)cc1OC (configuration not stated) | 19%&-26% | 4%&-11% | 25%&1% | -6% | -11%&-8% | -12%&-1% | i | 2% | 5%&-11%
CCOCCOC(=O)COC(=O)c1ccccc1NC(=O)c1ccccc1 | 11% | -5% | 23% | 0% | i | ? | i | 0% | 4%
Cc1ccc(CNC(=O)CCSCc2ccccc2F)cc1 | ? | 14%&4% | 8%&13% | 17% | -22% | 19%&7% | i | 0% | 0%&11%
CCOc1ccc(S(=O)(=O)N(CC(=O)Nc2ccc3c(c2)OCO3)c2ccc(C)cc2)cc1 | 8% | -10% | 17% | · | -2% | 7% | · | · | 4%
CC(C)Cn1c(SCC(=O)O)nnc1-c1cccc(S(=O)(=O)N2CCOCC2)c1 | 9% | -16% | 10% | -3% | -9% | 11% | i | 4% | 10%
COc1ccc(S(=O)(=O)N2CCOCC2)cc1NC(=O)COC(=O)CCS(=O)(=O)c1ccc(C)cc1 | 1% | -5% | · | 3% | i | 0% | i | · | -23%
COc1ccccc1NC(=O)c1ccc(COc2ccc(C)c(C)c2)o1 | -18% | -21% | 21% | · | i | -9% | · | · | 3%

Next structures
Molecule | GLP-1R inv ag | Abeta yeast res | FUS yeast rescue | aSyn yeast inh | PTHR1 ag | TDP-43 yeast inh | Akt phos inh | MmCpn inh | GLP1R cytotox
CC(C)NC(=O)C(c1ccc(F)cc1)N(C(=O)CCC(=O)Nc1ccccn1)C1CCCCC1 (configuration not stated) | 2% | -3% | 26% | -2% | -9% | -8% | i | -1% | 9%
O=C(COC(=O)c1cccc(F)c1)Nc1ccc2c(c1)OCCO2 | 4% | 3% | -10% | -7%[1.84 µM] | -16% | 18% | i | 1% | 3%
COc1ccc(N2CCN(S(=O)(=O)c3cc(Br)cnc3N)CC2)cc1 | 11% | 4% | -28% | -5% | i | -9% | i | 0% | 12%
Cc1ccc(S(=O)(=O)N2CCCc3cc(NS(=O)(=O)c4ccccc4)ccc32)cc1 | ? | 11% | 41% | · | -41%[inhibitor] | 0%[9.22 µM] | · | · | -1%
O=C(Cn1ccc2ccccc2c1=O)NCCC(=O)Nc1cccc(Cl)c1 | -18% | -5% | ? | -2% | -11% | -13% | i | -2% | 3%
